TLR9-MyD88 inh = blocks human TLR9 binding to MyD88; hit rate 0.21% among 340,000; AID 504734; CHO BLA complementation TLR9-MyD88, CCF4 FRET ratio; inhibition, % at 4.98 µM; Q9NR96+Q99836;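 active means inhibition above the mean over all tested compounds plus 3 SD, cut at about 21% in these data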;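 further: 0% = DMSO only wells and 100% = clavulanate BLA inhibitor control wells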
NR2F2 inh = NR2F2 (human) inhibition, primary screen. P24468. HEK293T NGFI-A luciferase reporter, luminescence. inhibition, % at 8.6 µM. hit rate 0.7% among 370,000;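 active means inhibition above a per-plate cutoff, mean inhibition of test wells between control levels plus 3 SD, cut at about 38% in these data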;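 further: cells cotransfected with COUP-TFII expression vector driving the NGFI-A reporter; 0% = median of COUP-TF2 test wells and 100% = reporter-only cells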
ABHD5 PLIN5 PPI = blocks binding of human ABHD5 to perilipin-5. Split G. princeps luciferase complementation, luminescence, 4 h. Q00G26+Q8WTS1. hit rate 0.78% among 360,000. inhibition, % at 4 µM;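 active means inhibition above the mean inhibition across every tested compound plus 3 SD, cut at about 22% in these data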;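 further: 0% = DMSO only wells and the 100% control is not disclosed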
MC4R antagonist = human MC4R antagonism in cAMP assay; MC4R-expressing cells, MTII-stimulated cAMP, LANCE TR-FRET; hit rate 0.48% among 360,000; inhibition, % at 6.5 µM;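 active means inhibition above its plate's cutoff, the mean of tested wells on that plate plus 3 SD, cut at about 29% in these data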;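 further: 0% = Melanotan II alone and 100% = Melanotan II plus saturating MCL0020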
Target sequence (P32245 whole entry, looked up): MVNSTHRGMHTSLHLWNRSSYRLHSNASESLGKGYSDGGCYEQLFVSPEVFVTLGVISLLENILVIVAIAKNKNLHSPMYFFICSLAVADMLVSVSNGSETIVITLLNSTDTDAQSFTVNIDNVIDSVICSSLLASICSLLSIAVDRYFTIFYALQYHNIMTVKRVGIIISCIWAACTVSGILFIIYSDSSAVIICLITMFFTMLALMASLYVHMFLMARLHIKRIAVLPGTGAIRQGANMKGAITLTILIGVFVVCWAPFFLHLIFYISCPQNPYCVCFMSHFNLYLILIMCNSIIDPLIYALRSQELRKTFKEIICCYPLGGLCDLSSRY
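Material: U2OS-MC4R stable cell line | Reagent: Melanotan II challenge after compound preincubation | Doses: One concentration, 6.5 µM nominal | Incubation: 30-min compound preincubation, 1-h Melanotan II challenge, 1-h detection, room temperature | Signal: TR-FRET cAMP assay | Replicates: One well per compound, no replicates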
NOD2-RIPK2 inh = inhibitors of human NOD2-RIPK2 interaction; CHO BLA complementation NOD2-RIPK2, CCF4 ratio; hit rate 0.38% among 360,000; inhibition, % at 4.98 µM; AID 624267; in the data active means inhibition above about 21%;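 further: 0% = vehicle only and 100% = reference blocker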
Target sequence (O43353 whole entry, looked up): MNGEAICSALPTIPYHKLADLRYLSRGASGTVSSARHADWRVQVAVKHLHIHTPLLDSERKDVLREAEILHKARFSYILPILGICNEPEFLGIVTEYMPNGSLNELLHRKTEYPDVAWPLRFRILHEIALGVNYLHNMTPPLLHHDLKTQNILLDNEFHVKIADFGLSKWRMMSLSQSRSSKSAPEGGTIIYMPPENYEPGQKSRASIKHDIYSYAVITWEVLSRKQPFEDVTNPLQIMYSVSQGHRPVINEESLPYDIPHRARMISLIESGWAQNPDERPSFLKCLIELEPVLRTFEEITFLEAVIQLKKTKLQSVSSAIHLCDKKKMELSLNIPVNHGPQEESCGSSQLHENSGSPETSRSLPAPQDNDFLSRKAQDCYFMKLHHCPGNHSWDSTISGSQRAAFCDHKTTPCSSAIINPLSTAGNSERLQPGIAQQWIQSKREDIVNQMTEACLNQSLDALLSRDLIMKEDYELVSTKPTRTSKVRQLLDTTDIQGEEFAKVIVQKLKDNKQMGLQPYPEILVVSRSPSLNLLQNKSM
NCOA2 inhibitor = human SRC2 (NCOA2) inhibition. Q15596. hit rate 0.17% among 370,000. HEK293 GAL4-SRC2 luciferase reporter, luminescence. inhibition, % at 9 µM;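 active means inhibition above the mean inhibition of all tested compounds plus 3 SD, set per campaign, cut at about 52% in these data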;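 further: 0% = DMSO treated cells and 100% = cells given Gossypol at 36 µM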
NCOA1 inh = inhibitors of human steroid receptor coactivator 1 (SRC1); AID 588354; HEK293 GAL4-SRC1 luciferase reporter, luminescence; inhibition, % at 3.6 µM; hit rate 0.12% among 360,000; Q15788;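 active means inhibition above the campaign mean plus 3 SD, with each screening campaign given its own cutoff, cut at about 60% in these data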;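 further: 0% = DMSO treated cells and 100% = gossypol at 36 µM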
EBV LMP1 NFkB = reduces LMP1-driven NF-kappaB luciferase signal. LMP1-induced NF-kappaB luciferase reporter cells, luminescence. inhibition, % at 12.5 µM. hit rate 0.69% among 350,000; in the data active means inhibition above about 41%;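 further: 0% = neutral control wells and 100% = reference inhibitor control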
NCOA3 inh = inhibitors of human steroid receptor coactivator 3 (SRC3); Q9Y6Q9; HEK293 GAL4-SRC3 luciferase reporter, luminescence; inhibition, % at 3.6 µM; hit rate 0.17% among 360,000;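 active means inhibition above a per-campaign cutoff, the mean of all compounds plus 3 SD, cut at about 60% in these data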;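 further: 0% = DMSO-treated cells and 100% = gossypol-treated cells at 36 µM; higher means less SRC3-driven luciferase light from the GAL4 reporter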
MC4R barr agon = human MC4R agonism via beta-arrestin | P32245 | U2OS MC4R beta-arrestin complementation, luminescence; percent of melanotan II response, DMSO zero | activation, % at 8.9 µM | hit rate 0.98% among 360,000;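 active means activation above a per-plate cutoff, the mean activation of sample wells on that plate plus 3 SD, cut at about 8% in these data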
LRH-1 inv ag = inverse agonists of human LRH-1 (NR5A2); O00482; HEK293T StAR-luciferase reporter, LRH-1 transfected, 24 h; inhibition, % at 3.6 µM; hit rate 0.13% among 360,000;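 active means inhibition above the mean inhibition of all tested compounds plus 3 SD, cut at about 73% in these data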;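 further: 0% = DMSO wells and 100% = reporter-only cells lacking LRH-1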
Starred values were filed as active, the others as inactive; · = no result given.

SMILES	TLR9-MyD88 inh	NR2F2 inh	ABHD5 PLIN5 PPI	MC4R antagonist	NOD2-RIPK2 inh	NCOA2 inhibitor	NCOA1 inh	EBV LMP1 NFkB	NCOA3 inh	MC4R barr agon	LRH-1 inv ag
O=C(O)CCCNC(=O)/C(=C\c1ccc(Cl)cc1)NC(=O)c1ccc(Br)cc1	-11	-5	3	27	5	-4	11	-1	-6	1.6	-6
Cc1ccc(N2CCN(C(=O)CCc3nc4ccccc4[nH]3)CC2)c(C)c1	-9	8	1	3	2	3	-4	-3	19	0.9	7
COc1ccc(-c2ncc3ccccn23)cc1OC	-3	-9	-2	-4	-9	11	-8	-5	-30	1.5	1
Cc1ccc(-n2ncc3c(=O)n(CC(=O)N4CCN(C(=O)c5ccco5)CC4)cnc32)cc1	1	0	2	4	-3	-4	-17	-2	-5	-0.5	-7
CCC(=O)N1CCc2cc(Br)cc(S(=O)(=O)CCC(=O)NCC3CCCO3)c21 (stereo not given)	-10	-4	2	0	3	-6	11	3	-1	-0.1	-19
O=C(COc1ccccc1)NS(=O)(=O)c1ccc(Cl)cc1	-5	3	1	2	-5	-8	-4	2	-6	-4.3	-1
CC1(C)CC(=O)C2=C(C1)N1C(=C(C#N)C2c2ccc(Cl)cc2)N=C(N)c2ccccc21 (stereo not given)	-8	-3	0	10	-5	-18	-8	-63	3	-2.2	-11
COc1ccccc1N1CCN(S(=O)(=O)CCNC(=O)/C=C/c2ccc3c(c2)OCO3)CC1	-2	-12	-3	7	-1	-30	5	-2	-18	2.9	-6
C=CCn1c(C)cc(C(=O)CN2C(=O)c3ccccc3C2=O)c1C	1	-8	7	-2	-1	1	-69	17	-44	0.5	-62
CCN(C[C@H]1N[C@@](Cc2ccccc2)(C(=O)OC)[C@H]2C(=O)N(C)C(=O)[C@@H]12)C(=O)Nc1ccc(C(F)(F)F)cc1	-1	-13	-2	-5	10	1	-5	-4	10	-0.7	3
CC(Sc1nc2ccccc2c(=O)n1C)C(=O)NC1CCCCC1C (stereo not given)	5	·	3	-2	-3	·	-7	13	9	2.2	-16
COc1cccc(N(C(=O)CNC(=O)c2ccco2)C(C(=O)NC2CCCC2)c2ccco2)c1 (stereo not given)	-5	-5	4	6	-18	-60	-31	3	5	0.8	-13
COCCOC(=O)C1=C(N)Oc2c(oc(CO)cc2=O)C1c1c(F)cccc1Cl (stereo not given)	-10	-57	0	7	-5	-48	4	-1	-5	-2.2	9
Cc1ccc(C)c(NC(=O)COC(=O)CNC(=O)c2ccccc2Cl)c1	-2	-7	-7	24	3	-3	1	-6	19	0.9	10
COc1ccc(S(=O)(=O)NCCc2cn3cccc(C)c3n2)cc1OC	3	12	-7	2	-13	9	-2	-4	11	-0.5	6
CCOc1ccc(N(CC(=O)NC(C)CC)S(C)(=O)=O)cc1 (stereo not given)	-8	8	-1	3	-9	-5	-5	9	-4	-1.5	-4
CC1(c2ccccc2)CC(C)(C)N(C(N)=O)c2ccccc21 (stereo not given)	4	-1	-3	5	-22	-5	-32	-2	11	2.2	6
NC(N)=NC1=NC(=O)/C(=C/c2ccccc2-n2cccn2)S1	-3	9	1	6	2	30	-23	-4	30	-1.8	3
CC(C)Cc1ccc(-c2cc3nc(NCCCn4ccnc4)ccn3n2)cc1	·	0	9	7	10	-23	-88	·	-63	1.9	-96
Cc1cc(/C=N\NC(=O)CC(=O)NC2CCCCC2)c(C)n1-c1ccc(Cl)c(Cl)c1	3	1	5	-3	-6	7	17	12	3	0.7	-9

Some entries already given, limited to NOD2-RIPK2 inh and NCOA2 inhibitor.
Compound | NOD2-RIPK2 inh | NCOA2 inhibitor
CC(Sc1nc2ccccc2c(=O)n1C)C(=O)NC1CCCCC1C (stereo not given) | -3 | ·
COc1cccc(N(C(=O)CNC(=O)c2ccco2)C(C(=O)NC2CCCC2)c2ccco2)c1 (stereo not given) | -18 | -60

Next records follow.
SMILES	TLR9-MyD88 inh	NR2F2 inh	ABHD5 PLIN5 PPI	MC4R antagonist	NOD2-RIPK2 inh	NCOA2 inhibitor	NCOA1 inh	EBV LMP1 NFkB	NCOA3 inh	MC4R barr agon	LRH-1 inv ag
O=S(=O)(O)c1nc2ccccc2n1CCOc1ccccc1	-3	-24	5	10	0	-7	6	4	7	-1.5	-9
CC(C)N(C)CCOC(=O)c1ccccc1Cl	-5	-8	2	-3	6	18	1	-4	-3	0.1	11
COC(=O)c1ccccc1NC(=O)Cn1c(=O)n(Cc2ccccc2)c(=O)c2c(C)c(C)sc21	-14	13	0	6	-5	1	13	11	-2	1.7	-9
CCCS(=O)(=O)Nc1ccc(-c2cn3c(n2)SCC3)cc1	9	·	-8	1	-12	·	-5	1	3	-3.0	-26
COCCCC1CCN(C(=O)C2CCC(=O)N(CCCc3ccccc3)C2)CC1 (stereo not given)	-12	15	3	3	-7	-2	-13	-6	-12	-1.3	0
O=C(NC1=NCCS1)c1cc(-c2ccc(F)cc2)nc2ccccc12	2	-14	0	7	-1	-25	-34	-6	5	-1.9	-51
O=C1[C@@H]2CSCN2C(=O)CN1Cc1c(F)cccc1Cl	-6	-13	2	9	-3	5	16	14	-7	-2.3	-18
CCCCCCn1c(=O)n2n(c1=O)C[C@]1(OC(=O)NC3CC3)CN(S(=O)(=O)c3ccc(C)cc3)C[C@]1(O)C2	-3	17	1	8	-11	14	6	-13	5	0.4	12
COc1ccc(-c2csc(N(CC3CCCO3)C(=O)c3ccccc3)n2)cc1 (stereo not given)	-5	15	0	3	-7	8	13	6	1	-0.6	-6
Cc1ccc(/C=N/NC(=O)c2nnn(-c3nonc3N)c2CSc2ccc(Cl)cc2)o1	-16	-9	2	-3	8	1	0	-1	4	-2.8	-3
O=C(CSc1nc2ccccc2[nH]1)NCc1ccco1	-2	-14	7	3	1	-23	-15	-32	-38	0.6	6
N#C/C(=C\c1ccc(C(=O)O)cc1)c1nc2sc3c(c2c(=O)[nH]1)CCCC3	6	-12	-1	22	7	-19	-7	12	0	0.3	5
CCOC(=O)c1c(C)[nH]c(C(=O)OC(C)C(=O)NCc2ccccc2)c1C (stereo not given)	-5	-13	-13	4	-9	2	3	3	8	-1.2	6
COc1ccccc1CNc1nc2ccccc2n1CCN1CCCCC1	-6	-8	-8	2	-3	-53	-15	-7	-5	-2.7	6
Cc1ccc(C(NC(=O)c2ccccc2)C(Cl)Cl)cc1 (stereo not given)	-1	27	-12	-3	-10	6	-13	8	-5	-1.4	10
Cc1cc(S(=O)(=O)NCc2ccccc2)ccc1OCC(=O)N1CCOCC1	20	8	-2	1	-2	2	0	4	10	-0.1	-2
CC(=O)Nc1ccc(NC(=O)C(C)OC(=O)/C=C/c2ccc3c(c2)OCO3)cc1 (stereo not given)	-2	-19	-12	4	-5	1	-32	0	-6	-4.5	-14
CN(C)CCN1CCN(C2CN(Cc3cn(Cc4cccc(Cl)c4)nn3)S(=O)(=O)C2)CC1 (stereo not given)	·	-10	-3	·	4	-34	·	·	·	·	-12
CCCNC(=O)C(NS(=O)(=O)c1cccc2nsnc12)c1ccccc1 (stereo not given)	4	-12	8	4	2	-44	-2	-5	13	-2.1	-6
Cc1c(NC(=O)C(C)OC(=O)c2c3c(nc4ccccc24)CCC3)c(=O)n(-c2ccccc2)n1C (stereo not given)	-13	13	-3	3	0	-9	-42	3	7	-2.5	-13
O=C(O)c1ccc2c(c1)C(=O)N(c1cccc3ccccc13)C2=O	-4	2	-7	-3	-9	-23	-21	-5	3	-1.8	26
Clc1cccc2sc(N3CCOCC3)nc12	3	-13	10	6	-10	-41	-20	15	-15	0.6	-42
CCc1ccc2[nH]c(=O)c(CN(CCCN3CCOCC3)C(=O)Nc3ccc(F)cc3)cc2c1	-7	5	7	-5	9	9	13	-11	14	-0.8	-4
COc1ccc(CN2CCNC(=O)C2CC(=O)N(C)CC2CCOCC2)c(F)c1 (stereo not given)	-1	-14	5	2	3	-4	5	5	-32	-3.3	-20
CC(=O)N(C)C1=C(O)c2ccccc2C(=O)C1=O	-2	1	-31	5	-9	-33	-17	4	-1	-0.9	-6
CC1(C)N=C(c2ccc(Cl)cc2)C(=O)N1	-5	2	6	4	0	-11	0	-1	4	-2.0	-6
COc1ccc(N2CCN(C3CC(=O)N(C)C3=O)CC2)cc1 (stereo not given)	3	3	-5	10	-13	-5	2	6	-13	-0.9	-4
CCC(C)NC(=O)c1ccc(NS(=O)(=O)c2ccc3[nH]c(=O)[nH]c3c2)cc1 (stereo not given)	1	18	-4	7	-4	-24	5	7	7	-0.9	-13
Cc1cccc(-c2nc3c(c(SCC(=O)N4CCOCC4)n2)COC(C)(C)C3)c1	-24	3	0	18	-6	-17	-7	-13	8	-2.3	-30
CCO[C@@H]1OC(C(=O)NC2CC2)=C[C@H](c2ccc(Br)cc2)[C@H]1CCCO	9	15	2	5	4	7	9	-1	3	-2.0	-10
CN(C)S(=O)(=O)c1cccc(C(=O)OCC(=O)NCc2ccccc2)c1	-6	0	7	22	-11	-8	5	-5	11	1.5	12
O=C(Nc1ccc(S(=O)(=O)Nc2nccs2)cc1)c1cccc(F)c1	2	5	0	10	-2	10	-9	-2	-3	-1.7	14
COc1ccc(CNC(=O)c2sc(=O)n(Cc3ccccc3OC)c2C)cc1	·	3	0	0	4	16	8	·	20	-1.3	1
Cc1ccc2cc(C)c(SCC(=O)Nc3ccc(S(=O)(=O)N4CCCC4)cc3)nc2c1	1	10	-4	18	-6	-2	-4	-3	7	-2.3	-1
Cc1cc(C)n(CC(O)COc2ccc(F)cc2)n1 (stereo not given)	-3	-5	-2	22	-4	-5	9	-2	6	3.1	-8
CCOC(=O)CCc1c(C)c(C#N)c2nc3ccccc3n2c1-n1ccnc1C	-6	-11	1	8	-27	-3	0	8	-6	0.2	14
CCOC(=O)c1cc2ccccc2n1CC(=O)c1ccccc1	0	-3	-10	-3	12	-8	14	1	21	-1.2	13
COc1ccc(NC(=O)Cn2c(-c3ccccc3)cc(C(C)=O)c2C)c(OC)c1	-4	15	-11	4	11	17	11	8	5	-1.9	11
CC(C)CN(C(=O)CCNC(=O)c1ccc(Cl)cc1)C1CCS(=O)(=O)C1 (stereo not given)	5	-21	2	-2	1	-60	-6	-2	-3	-2.0	14
COc1ccc(-c2cc(=O)oc3cc(OCC(=O)NCCN4CCOCC4)ccc23)cc1	-3	4	10	1	2	3	13	11	13	-1.3	16
CCn1c(=S)[nH]c2ccccc21	1	-19	-1	-1	-10	4	9	2	7	-2.2	-4
Nc1nonc1C(=O)N/N=C/c1ccncc1	3	-3	-6	4	-9	8	-6	3	-6	0.8	-13
CCc1ccccc1NC(=O)CN(C)C(=O)COC(=O)c1ccccc1Cl	-3	-20	4	5	-1	2	24	-4	0	-2.2	17
COc1ccc(C(C(=O)NCc2ccccc2)N(Cc2ccco2)C(=O)c2snc(C(N)=O)c2N)cc1 (stereo not given)	0	-6	0	1	-7	-3	9	9	7	1.1	19

Assay outcomes as filed in PubChem BioAssay.

These rows are one share of the data, so the mix of outcomes need not match the whole.
